High-throughput results as filed in PubChem BioAssay.
FUS suppressor: rescues growth of FUS-expressing yeast | S. cerevisiae FUS-expressing, growth rescue, OD600, 24 h | Potency, µM (titrated, usually from 76.6 µM), inactives show top-dose growth rescue (activation), actives largely listed as activators | hit rate 0.24% among 390,000 | AID 1347120;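 note: potency is the fitted concentration of half-maximal effect; plate controls were DMSO vehicle for no effect and reference control for full effect; nearly all actives have a fitted effect of over 55% in size; some results filed as inactive show a strong effect at the top dose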
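Restored growth of FUS-toxic S. cerevisiae, read as 600 nm absorbance after 24 h at 30C in galactose medium (starting OD 0.005). Controls CP55940 and DMSO.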
DRD3 agonist: activates the human D3 dopamine receptor. D3R DiscoveRx beta-arrestin cells, luminescence, 90 min. max activation, %. hit rate 0.58% among 410,000. AID 652048; in the data active = max activation above about 30%; note: 0% is about no effect; mostly tested at two doses, the higher about 12 µM
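Agonist mode: compounds and dopamine controls were applied to plated cells for 90 min at 37 degrees C after an overnight attachment at 1500 cells/well. Luminescent read-out followed 30 - 60 minutes at room temperature with DiscoveRx detection reagent.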
aSyn yeast inh: rescues yeast growth from alpha-synuclein toxicity; Yeast expressing alpha-synuclein, growth rescue, BacTiter-Glo, 24 h; Potency, µM (series often up to 46.1 µM), for inactives: top-dose growth rescue (activation), most hits filed as activators; hit rate 0.14% among 370,000; AID 652106; note: potency is the fitted concentration of half-maximal effect; % of control where 0% means no effect; nearly all actives have a fitted effect of over 65% in size
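Galactose-induced alpha-syn yeast (OD600=0.02, raffinose-pregrown) + pinned cpd, 24 hr, 30 deg C; growth by BacTiter-Glo luminescence. Growth restoration scores as activation.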
TDP-43 yeast inh: TDP-43 toxicity inhibition in yeast; TDP-43 expressing yeast growth rescue, BacTiter-Glo, 24 h; Potency, µM (series often up to 46.1 µM), for the others: at the highest dose growth rescue (activation), most hits filed as activators; hit rate 1.8% among 410,000; AID 652104; note: potency is the fitted concentration of half-maximal effect; % of control where 0% means no effect; nearly all actives have a fitted effect of over 50% in size
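In this qHTS, compounds that restore growth of yeast expressing TDP-43 appear as activators. Cells (OD600=0.02, galactose medium, raffinose-pregrown) are incubated with compound 24 hr at 30 deg C and growth is quantified by BacTiter-Glo.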
EPAC2 antag: antagonists of human EPAC2; Q8WZA2; EPAC2 GEF exchange of Rap1B-BODIPY-GDP, fluorescence; Potency, µM (series often up to 114 µM), inactives show at the highest dose activity, negative = inhibition, hits mostly inhibitors; hit rate 0.18% among 360,000; note: potency is the fitted concentration of half-maximal effect; % is set by controls: 0 for no effect and ±100 for the full control effect; nearly all actives have a fitted effect of over 45% in size; many of its hits are not listed in these tables
Target sequence (Q8WZA2 whole entry, looked up): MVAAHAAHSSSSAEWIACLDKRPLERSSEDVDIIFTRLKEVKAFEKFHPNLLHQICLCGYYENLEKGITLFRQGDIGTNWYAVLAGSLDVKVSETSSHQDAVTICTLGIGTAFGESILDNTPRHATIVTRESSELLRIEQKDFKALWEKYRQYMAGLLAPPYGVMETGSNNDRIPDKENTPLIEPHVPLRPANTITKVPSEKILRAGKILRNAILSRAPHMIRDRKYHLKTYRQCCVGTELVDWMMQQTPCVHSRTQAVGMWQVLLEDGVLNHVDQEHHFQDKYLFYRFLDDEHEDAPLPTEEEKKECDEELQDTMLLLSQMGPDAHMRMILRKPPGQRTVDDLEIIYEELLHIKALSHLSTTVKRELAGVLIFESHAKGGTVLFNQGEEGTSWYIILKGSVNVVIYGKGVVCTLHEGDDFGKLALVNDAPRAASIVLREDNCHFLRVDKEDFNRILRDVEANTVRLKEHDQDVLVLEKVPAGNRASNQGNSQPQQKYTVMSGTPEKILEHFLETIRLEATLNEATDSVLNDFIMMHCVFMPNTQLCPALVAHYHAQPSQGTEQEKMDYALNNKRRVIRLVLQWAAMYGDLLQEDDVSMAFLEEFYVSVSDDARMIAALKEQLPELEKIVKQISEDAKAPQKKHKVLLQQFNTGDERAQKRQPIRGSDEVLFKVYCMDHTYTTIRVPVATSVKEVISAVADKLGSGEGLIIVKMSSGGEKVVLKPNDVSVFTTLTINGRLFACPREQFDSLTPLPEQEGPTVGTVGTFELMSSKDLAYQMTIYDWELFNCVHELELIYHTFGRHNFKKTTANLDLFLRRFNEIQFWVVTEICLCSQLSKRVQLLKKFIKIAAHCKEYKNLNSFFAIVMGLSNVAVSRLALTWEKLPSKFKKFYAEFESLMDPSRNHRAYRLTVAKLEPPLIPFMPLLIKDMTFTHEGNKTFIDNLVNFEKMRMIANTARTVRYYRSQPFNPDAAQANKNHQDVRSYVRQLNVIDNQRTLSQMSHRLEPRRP
EPAC2 ag: EPAC2 (human) agonism | Q8WZA2 | EPAC2 activation, biochemical qHTS; response scale: 100% = 6.5 mM cAMP response | Potency, µM (highest dose often 154 µM), inactives show at the top dose activation, hits mostly activators | hit rate 0.079% among 360,000 | AID 720711; note: potency is the fitted concentration of half-maximal effect; nearly all actives have a fitted effect of over 50% in size
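Compounds were titrated in qHTS against a Rap1B-BODIPY-GDP (250 nM) complex with EPAC2 (100 nM) and GDP (50 uM). BODIPY-GDP release tracked at 480/540 nm over 30 min at room temperature, normalized to 6.5 mM cAMP.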
DRD3 antagonist: antagonists of human D3 dopamine receptor | hit rate 2.5% among 360,000 | P35462 | max response, negative = inhibition, % | D3R cells, DiscoveRx beta-arrestin luminescence, antagonist mode; hits give low values | AID 652054; in the data active = max response below about -50%; inconclusive = no clear call, values can overlap the other calls; note: % is set by controls: 0 for no effect and ±100 for the full control effect; mostly tested at two doses, the higher about 12 µM
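Cells plated overnight at 1500 cells/well, then exposed to library compounds with dopamine controls for 90 minutes at 37 degrees C. DiscoveRx reagent added for 30–60 minutes at room temperature; luminescence read, quantitative HTS format.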
Abeta rescue: compounds reversing amyloid beta toxicity in yeast | AID 1347071 | Potency, µM (titrated, usually from 46.1 µM), inactives show top-dose growth rescue, hits mostly activators | yeast expressing A-beta42, growth rescue, OD600, 48 h; response scale: 0% DMSO, 100% iron-clioquinol control | hit rate 0.063% among 410,000; note: potency is the fitted concentration of half-maximal effect; nearly all actives have a fitted effect of over 55% in size
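Growth rescue measured by 600 nm absorbance after 48 h yeast culture at 30 C with compound. Values normalized between DMSO and an equimolar ferric chloride plus clioquinol control.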
* hit, by the source's call; ? = inconclusive; . = not tested or not shown; [ ] = dose if it differs, or a comment. Unless noted, calls come from the whole dose curve; as a rule, active = well fitted curve in the direction sought with a large enough effect; inconclusive = small, poorly fitted or top-dose-only effect, or another doubt; inactive = no such curve, though single readings can be large; an effect the other way counts as inactive or inconclusive. Some of the compounds tested; the hit share may differ from the screen's.

SMILES	FUS suppressor	DRD3 agonist	aSyn yeast inh	TDP-43 yeast inh	EPAC2 antag	EPAC2 ag	DRD3 antagonist	Abeta rescue
Cc1cc(C)n(CC(C)NC(=O)c2cc(COc3c(F)cccc3F)on2)n1 (stereo not given)	15.7%	6.8	2.2%	?	-0.6%	1.7%	3.1	15.0%
O=C(NN=Cc1cc([N+](=O)[O-])ccc1O)c1cccc2ccccc12	.	0.5	?	0.0%	6.3%	-1.6%	-23.7	-8.2%
Cc1nc2nc[nH]n2c(=O)c1CCC(=O)Nc1ccc(F)cc1	-15.6%	-3.0	.	-5.9%	.	.	.	-10.9%
CCCCN1C(=O)C(O)(CC(=O)c2ccc(C(C)(C)C)cc2)c2ccccc21 (stereo not given)	?	2.5	.	22.4%	.	.	.	?
CS(=O)(=O)NN1C(=O)c2ccccc2NC1c1cccs1 (stereo not given)	-3.3%	-1.0	-3.3%	-27.0%	10.8%	1.5%	-10.6	-8.8%
O=C(c1ccoc1)N1CCN(c2cc(-c3ccccc3)nc3cc(-c4ccc(Br)cc4)nn23)CC1	-15.6%	-10.8	-1.0%	?	3.0%	13.1%	-7.0	9.8%
O=C(Nc1ccccc1)Nc1ccc(Nc2ccccc2)cc1	-5.7%	-2.6	3.7%	14.1%	6.8%	2.3%	1.7	8.6%
CCOc1ccc(S(=O)(=O)N2CCCCC2)cc1NC(=O)Cc1cccc(C(F)(F)F)c1	-18.1%	-6.6	-1.2%	6.6%	2.9%	2.2%	-7.5	1.3%
Cc1ccccc1CNC(=O)COc1ccccc1	2.3%	3.0	1.5%	?	11.9%	5.0%	0.2	10.6%
C=CC[C@@H](Cc1ccc(F)cc1)C(=O)OC[C@H]1CCCN1C(=O)[C@@H](CC=C)CC(=O)N[C@H](CO)Cc1ccccc1	?	14.9	1.8%	25.1%	-11.8%	-5.0%	9.4	5.8%
CC(CCC(=O)O)C1CCC2C3CC(O)C4CC(O)CC[C@]4(C)C3CCC12C (stereo not given in full)	?	5.3	2.8%	?	1.9%	-4.5%	-4.4	-12.1%
CCOP(=O)(/C(C#N)=C(/O)c1ccccc1)c1ccccc1 (stereo not given)	-15.4%	3.9	2.2%	-15.0%	4.8%	3.2%	10.6	13.8%
Cc1cccc(N(C(=O)CCC(=O)Nc2cc(C)on2)C(C(=O)NC2CCCC2)c2ccccc2)c1 (stereo not given)	20.5%	18.6	-0.1%	-19.7%	-3.6%	-6.9%	3.7	-8.6%
Cc1ccc(C)c(NC(=O)CCC(=O)OC(C(=O)c2ccccc2)c2ccccc2)c1 (stereo not given)	2.1%	6.0	9.8%	?	1.5%	-0.7%	-19.9	4.0%
COCCn1c(SCC#N)nnc1-c1ccccc1	-0.6%	2.1	0.4%	-15.1%	7.5%	-2.6%	9.2	-1.1%
CCN1C(=O)C(=O)N(CC(=O)Nc2cccc(C(F)(F)F)c2)C1=O	-2.4%	-2.3	-6.7%	6.3%	-1.7%	4.7%	11.7	17.9%
CCn1cc(CNC(=O)c2cc(COc3ccc(F)cc3Cl)on2)cn1	17.4%	-2.1	-3.2%	?	-23.7%	12.4%	3.1	18.5%
COC(=O)C1=CNC=C(C(=O)OC)C1c1cccc2ccccc12	-12.5%	-7.5	-0.3%	-6.0%	-25.4%	5.8%	-1.6	-7.3%
O=C(NCCCO)C(=O)Nc1c2c(nn1-c1ccc(F)cc1)CSC2	41.5%	-2.8	.	5.9%	.	.	.	-8.9%
Cc1ccc(NC(=O)c2nn(C)c3c2CS(=O)(=O)c2ccccc2-3)c(Cl)c1	6.0%	5.1	.	18.7%	.	.	.	1.0%

Another view of some results above.
Results follow in this order: FUS suppressor | DRD3 agonist | aSyn yeast inh | TDP-43 yeast inh | EPAC2 antag | EPAC2 ag | DRD3 antagonist | Abeta rescue
- O=C(Nc1ccccc1)Nc1ccc(Nc2ccccc2)cc1
    -5.7% | -2.6 | 3.7% | 14.1% | 6.8% | 2.3% | 1.7 | 8.6%
- O=C(NCCCO)C(=O)Nc1c2c(nn1-c1ccc(F)cc1)CSC2
    41.5% | -2.8 | . | 5.9% | . | . | . | -8.9%
- COCCn1c(SCC#N)nnc1-c1ccccc1
    -0.6% | 2.1 | 0.4% | -15.1% | 7.5% | -2.6% | 9.2 | -1.1%

The listing continues:
SMILES	FUS suppressor	DRD3 agonist	aSyn yeast inh	TDP-43 yeast inh	EPAC2 antag	EPAC2 ag	DRD3 antagonist	Abeta rescue
CCCCC1CCC(C(=O)Nc2ccccc2N2CCOCC2)CC1 (stereo not given)	?	1.6	9.3%	?	-12.6%	-1.4%	27.8	-13.4%
CC(C)Cn1cnc2c1c(=O)[nH]c(=O)n2Cc1ccccc1	-8.8%	-1.7	-4.1%	19.3%	5.0%	6.1%	-13.0	-7.1%
CC(=O)C(=Cc1ccc(-c2ccccc2)cc1)C(=O)c1ccccc1	-10.3%	-9.6	0.8%	-0.4%	-19.1%	10.2%	-53.1*	-19.1%
O=C1NC(Nc2nccs2)(C(F)(F)F)C(=O)N1CCc1ccccc1 (stereo not given)	?	-10.3	1.9%	-20.8%	-1.1%	8.7%	12.3	25.8%
CN(C(=O)Cn1c(=O)n(CCCS(=O)(=O)C2CCCCC2)c(=O)c2ccccc21)c1ccccc1	21.5%	0.7	.	8.5%	.	.	.	0.4%
O=c1[nH][nH]c2c1[C@@H](c1ccc(F)cc1)O[C@H](C1CCCCC1)C2	42.5%	-1.8	-2.3%	14.1%	5.7%	4.7%	-3.7	1.7%
Cc1ccc(CS(=O)Cc2ccc(C(=O)NCC(C)c3ccccc3)o2)cc1 (stereo not given)	7.8%	-10.6	8.3%	-0.1%	7.9%	-3.7%	17.4	18.7%
CCC(C)[C@H](NC(=O)N1CCCCCC1)C(=O)OC (stereo not given in full)	3.0%	-2.1	-4.2%	0.6%	4.6%	7.7%	-6.5	-1.1%
O=C(Nc1ccc(CN2CCOCC2)cc1)c1ccc(-c2cccc([N+](=O)[O-])c2)o1	15.0%	-1.3	-1.2%	7.0%	-8.1%	14.1%	11.3	.
Cc1noc(C)c1S(=O)(=O)N1CCCC(C(=O)NC2CCCCC2)C1 (stereo not given)	6.7%	-1.9	10.0%	-19.6%	8.5%	2.4%	-13.0	0.9%
Cc1cccc2cc(CN(Cc3cccs3)Cc3nnnn3Cc3ccccc3)c(=O)[nH]c12	?	13.7	7.7%	7.0%	-7.1%	7.8%	20.4	11.7%
Cc1cccc(C(=O)N2CCC(=O)N([C@H](COCc3ccccc3)Cc3ccccc3)CC2)c1	33.5%	3.4	10.1%	0.0%	-8.4%	9.1%	-6.1	-0.1%
COc1ccc(-n2ncc3c(N4CCc5ccccc54)ncnc32)cc1	8.5%	0.3	?	-21.6%	7.2%	0.6%	48.4	-7.1%
CCCCN(C(=S)Nc1cccc(C)c1C)c1c(N)n(CCC)c(=O)[nH]c1=O	2.6%	3.6	0.1%	26.3%	1.8%	-2.1%	7.9	12.6%
Cc1ncn2cc(-c3ccc(Cl)cc3Cl)[nH]c(=O)c12	2.1%	0.3	2.8%	-2.3%[1.82 µM]	4.3%	4.4%	15.9	-1.7%
CC1=C(C(=O)Nc2ccc(F)cc2F)C2(CCCCCC2)OC1=O	6.9%	-2.0	.	29.7%	.	.	.	-10.5%
O=C(C1=NOC2(C1)C(=O)Nc1ccccc12)N1CCOCC1 (stereo not given)	-24.7%	3.6	-6.3%	-12.1%	14.9%	5.6%	0.0	-15.2%
CC(=O)Nc1csc2ccccc12	-11.8%	-1.4	-5.5%	2.6%	-8.5%	-6.5%	7.3	-9.9%
Cc1cccc(NC(=O)C2Cc3ccccc3O/C2=N\O)c1 (stereo not given)	-13.4%	1.5	-0.9%	10.7%	0.9%	0.4%	-6.4	-5.7%
O=C(C1=C[C@H](c2ccc(C(F)(F)F)cc2)C[C@H](OCCCCO)O1)N1CCOCC1	9.9%	-20.4	0.5%	-13.3%	18.2%	2.5%	0.0	-13.7%
Cc1c2cnn(CC(=O)N3CCCCC3)c(=O)c2c(C)n1Cc1ccc(Cl)cc1	36.7%	-4.0	.	24.7%	.	.	.	5.4%
Nc1nonc1-n1nnc(C(=O)N/N=C/c2ccccc2Cl)c1CN1CCOCC1	4.6%	6.0	-0.1%	4.3%	-2.7%	2.2%	0.4	.
Cc1ccccc1NC(=O)c1nc(-c2ccncc2)no1	-27.9%	1.7	.	0.0%	.	.	.	-4.4%
CCNC(=S)N1CCC(C(=O)c2ccc(F)cc2)CC1	-13.0%	-2.1	3.6%	15.2%	4.5%	11.9%	-14.3	-6.2%
Cc1cc(C)nc(OC(C(=O)O)C(OCC(C)C)(c2ccccc2)c2ccccc2)n1 (stereo not given)	36.0%	-5.8	-2.4%	4.5%	-9.9%	-0.8%	7.3	2.9%
O=C1COc2ccc(C(=O)NCc3ccc4c(c3)OCO4)cc2N1	.	2.3	0.1%	-2.8%	9.9%	4.1%	-2.8	12.9%
CC(C)Nc1ccc(-c2nc(-c3ccco3)no2)cc1[N+](=O)[O-]	-14.5%	-13.6	.	2.4%	.	.	.	-18.1%
CC1(C(=O)Nc2ccc(Cl)c(Cl)c2)CCN1C(=O)CCC1CCCC1 (stereo not given)	?	-3.9	1.6%	?	5.9%	8.4%	1.4	4.8%
CCC(=O)c1c[nH]c(C(=O)NCc2ccco2)c1	-2.7%	-0.8	0.3%	20.3%	11.8%	3.9%	-3.1	8.3%
COc1cc(C(=O)n2nc(C)cc2C)cc(OC)c1OC	4.4%	15.2	1.5%	18.5%	7.3%	-1.4%	35.9	10.8%
Cc1cc(C)nc(N/N=C/c2ccc(N3CCOCC3)cc2)n1	50.4%	3.0	0.2%	-10.5%	18.7%	-9.4%	1.2	-26.8%
CN(C)S(=O)(=O)c1cccc(NC(=S)N/N=C/C(c2ccccc2)c2ccccc2)c1	.	0.6	5.5%	30.1%	10.1%	0.4%	13.8	11.5%
Oc1ccc(C=NCC2COc3ccccc3O2)cc1 (stereo not given)	2.7%	-32.2	-1.5%	-11.3%	-2.6%	9.8%	-23.9	-2.5%
COc1ccc(C)cc1NC(=O)C12CCC(C)(C(=O)O1)C2(C)C (stereo not given)	-1.8%	-2.3	-4.0%	13.6%	-3.4%	-4.0%	5.1	-9.2%
O=C(CSCC(=O)Nc1cccc2ccccc12)Nc1cccc2ccccc12	9.2%	5.8	1.5%	19.0%	-14.2%	5.3%	10.0	23.7%
